A549 viability = Nrf2 qHTS screen for inhibitors: counterscreen for cytotoxicity | A549 ARE-Fluc cells, CellTiter-Fluor viability, 18-24 h | 390,000 tested, 0.16% active | Potency, µM (series often up to 46 µM), inactives show at the highest dose activity change, negative = cytotoxicity, hits mostly inhibitors | AID 504648, 2011; also: potency is read from the fitted curve at half-maximal effect; % is scaled to controls: 0 for no effect and ±100 for the full control effect
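A549 ARE_Fluc cells in 5% FBS OPTI-MEM were exposed to compounds in concentration-response for 18-24 h at 37 deg C. Viability was read by CellTiter-Fluor fluorescence (Ex 405/Em 525) after 30 min, before the luciferase read.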
Nrf2 block = Nrf2 qHTS screen for inhibitors | Potency, µM (doses to about 46 µM), for the others: at the highest dose activity change, negative = inhibition, hits mostly inhibitors | AID 504444, 2011 | 360,000 tested, 2.1% active | A549 ARE-Fluc reporter, luciferase luminescence, 18-24 h; also: potency is read from the fitted curve at half-maximal effect; % is scaled to controls: 0 for no effect and ±100 for the full control effect; nearly all actives have a fitted effect of over 60% in size
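Two sequential reads on A549 ARE_Fluc cells exposed to compound for 18-24 h: a CellTiter-Fluor fluorescence read for viability, then a luciferase luminescence read for Nrf2/ARE activity.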
TGFb inhibitor = qHTS for Inhibitors of TGF-b; HepG2 CAGA-GFP TGF-b/SMAD3 reporter, GFP fluorescence, 18 h; TGF-beta stimulated, 500 pg/mL final; Potency, µM (top dose mostly 46.1 µM), without a hit: at the highest dose activity, negative = inhibition, hits mostly inhibitors; 410,000 tested, 1.2% active; also: potency is read from the fitted curve at half-maximal effect; % is scaled to controls: 0 for no effect and ±100 for the full control effect; nearly all actives have a fitted effect of over 65% in size
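First, reporter cells (HEPG2 CAGA-GFP) rested 2 h at 37 degrees C. Next, compounds were pinned in and TGF-beta added to 500 pg/mL final. After 18 h, GFP was imaged per cell and summed per well.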
pAkt inh = HTS Assay for Inhibitors of Akt Phophorylation: Primary Screen; Neuro2A IGF-stimulated pAkt S473 HTRF, 20 min; hits give low values; 360,000 tested, 0.32% active; activity change, % for hits at 50 µM; AID 651550, 2012; in the data active = activity change below about -80%; inconclusive = mostly about -51% to -80%; also: % is scaled to controls: 0 for no effect and ±100 for the full control effect
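Neuro2A cells (4,500/well, DMEM with 0.5% FBS) were treated with compound at a single 50 µM final concentration, stimulated with 6 nM IGF for 20 min at 37 °C, and lysed. Phospho-Akt Ser473 was read by HTRF as 665/615 ratio ×10^4.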
Nrf2 activator = qHTS of Nrf2 Activators; 410,000 tested, 0.31% active; Potency, µM (series often up to 46.1 µM), inactives show top-dose activation, actives largely listed as activators; AREc32 ARE-luciferase reporter (MCF7-derived line), luminescence, 24 h; AID 624171, 2012; also: potency is read from the fitted curve at half-maximal effect; % of control where 0% means no effect; nearly all actives have a fitted effect of over 65% in size
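Luciferase luminescence (Steady-Glo, 30 min at room temperature) served as the read-out of ARE activation in AREc32 cells treated with compounds for 24 hr at 37 deg C.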
Mm-Cpn inhibitor = Inhibitors of TCP-1 ring complex (TRiC) of Methanococcus maripaludis (MmCpn): qHTS. Potency, µM (titrated, usually from 76.9 µM), for inactives: at the highest dose activity, negative = inhibition, usual class: inhibitors. AID 504842, 2011. purified Mm-Cpn ATPase, ADP Transcreener TR-FRET. 330,000 tested, 0.031% active; also: potency is read from the fitted curve at half-maximal effect; % is scaled to controls: 0 for no effect and ±100 for the full control effect; nearly all actives have a fitted effect of over 80% in size
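Purified archaeal chaperonin (25 nM final) was preincubated with compound for 10 min at 37°C, then ATP (10 uM final) was added for 30 min at 37°C in Tris pH 7.4/KCl/MgCl2/DTT buffer. ADP was quantified by HTRF Transcreener TR-FRET.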
CCT modulator = High-Throughput Screening for Modulators of Cytosolic Chaperonin Activity | 360,000 tested, 0.3% active | purified chaperonin ATPase assay, HTRF ADP detection, 30 min | activity change, % (concentration not given with the values), hits read low; in the data active = activity change below about -30%; also: % is scaled to controls: 0 for no effect and ±100 for the full control effect
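Nucleotide hydrolysis assay: TRiC at 20–40 nM final (set by batch activity) with 10 uM ATP, 30 min at 37 °C, in presence of 76 uM compound. Detection by competitive ADP HTRF, 30 min ambient.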
EPAC2 antagonist = qHTS for Antagonist of cAMP-regulated guanine nucleotide exchange factor 2 (EPAC2): primary screen. EPAC2 GEF exchange of Rap1B-BODIPY-GDP, fluorescence. 360,000 tested, 0.18% active. AID 720708, 2013. Potency, µM (top dose mostly 114 µM), for the others: at the top dose activity, negative = inhibition, actives largely listed as inhibitors. Rap guanine nucleotide exchange factor 4 (Homo sapiens), Q8WZA2; also: potency is read from the fitted curve at half-maximal effect; % is scaled to controls: 0 for no effect and ±100 for the full control effect; nearly all actives have a fitted effect of over 45% in size; many of its hits are not listed in these tables
Target sequence (Q8WZA2 whole entry, looked up): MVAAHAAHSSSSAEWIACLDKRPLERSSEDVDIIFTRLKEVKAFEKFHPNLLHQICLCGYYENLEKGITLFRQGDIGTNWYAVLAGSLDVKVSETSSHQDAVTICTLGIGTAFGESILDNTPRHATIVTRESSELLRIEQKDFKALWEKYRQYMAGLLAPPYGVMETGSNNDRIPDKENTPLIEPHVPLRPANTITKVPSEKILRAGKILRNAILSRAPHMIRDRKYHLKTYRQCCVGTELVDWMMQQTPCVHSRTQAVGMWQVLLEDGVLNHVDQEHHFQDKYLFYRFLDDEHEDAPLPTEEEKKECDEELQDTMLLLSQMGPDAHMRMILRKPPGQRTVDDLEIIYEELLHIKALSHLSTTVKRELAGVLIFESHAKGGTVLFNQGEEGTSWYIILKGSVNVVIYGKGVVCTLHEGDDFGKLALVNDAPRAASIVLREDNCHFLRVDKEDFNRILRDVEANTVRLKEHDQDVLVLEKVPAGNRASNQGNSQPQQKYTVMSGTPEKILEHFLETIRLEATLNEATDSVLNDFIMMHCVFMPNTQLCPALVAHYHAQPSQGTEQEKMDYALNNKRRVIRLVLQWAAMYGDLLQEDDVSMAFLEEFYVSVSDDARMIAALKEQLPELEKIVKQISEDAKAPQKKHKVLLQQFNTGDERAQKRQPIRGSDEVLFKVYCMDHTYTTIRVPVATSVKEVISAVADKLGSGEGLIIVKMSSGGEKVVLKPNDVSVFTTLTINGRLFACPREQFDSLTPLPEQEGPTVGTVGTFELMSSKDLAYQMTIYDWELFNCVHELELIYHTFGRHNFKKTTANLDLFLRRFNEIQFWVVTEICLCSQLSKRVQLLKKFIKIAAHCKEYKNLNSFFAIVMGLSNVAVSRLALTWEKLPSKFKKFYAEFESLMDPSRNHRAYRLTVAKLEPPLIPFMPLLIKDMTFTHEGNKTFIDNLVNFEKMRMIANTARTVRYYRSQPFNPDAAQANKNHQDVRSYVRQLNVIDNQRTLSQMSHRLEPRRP
EPAC2 agonist = qHTS for Agonist of cAMP-regulated guanine nucleotide exchange factor 4 (EPAC2): primary screen | Rap guanine nucleotide exchange factor 4 (Homo sapiens), Q8WZA2 | EPAC2 activation, biochemical qHTS; response scale: 100% = 6.5 mM cAMP response | Potency, µM (titrated, usually from 154 µM), inactives show at the top dose activation, actives largely listed as activators | 360,000 tested, 0.079% active; also: potency is read from the fitted curve at half-maximal effect; nearly all actives have a fitted effect of over 50% in size
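Compounds were titrated in qHTS against a Rap1B-BODIPY-GDP (250 nM) complex with EPAC2 (100 nM) and GDP (50 uM). BODIPY-GDP release tracked at 480/540 nm over 30 min at room temperature, normalized to 6.5 mM cAMP.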
The depositor's hits bear a star; i = inactive; ? = inconclusive; . = no result given; & = joins results of further samples; [ ] = remark or other dose. Unless noted, calls follow the shape of the dose curve; as a rule, active = well fitted curve in the direction sought with a large enough effect; inconclusive = small, poorly fitted or top-dose-only effect, or another doubt; inactive = no such curve, though single readings can be large; an effect the other way counts as inactive or inconclusive. The list is partial; rates above refer to the full screens.

Screens in order – A549 viability, Nrf2 block, TGFb inhibitor, pAkt inh, Nrf2 activator, Mm-Cpn inhibitor, CCT modulator, EPAC2 antagonist, EPAC2 agonist
> CCn1c(SCC(=O)NCc2ccco2)nc2cccnc21
  -14%, -2%, 18%, i, 0.1%, ?, -1.4, -2%, 6%
> O=C(Nc1cccc(F)c1)Nc1cnccn1
  -1%, 5%, 3%, i, 0.3%, 0%, 0.9, 3%, 2%
> COc1cccc(-c2nc(SCC(=O)Nc3ccc4c(c3)OCCO4)c(-c3ccc(C)cc3)[nH]2)c1
  -18%, ?, ?, ., 3.7%, ., ., ., .
> CC(Sc1nc2c(c(=O)[nH]1)CCCC2)C(=O)Nc1ccc(Br)cn1 (stereo not drawn)
  0%, 9%, 0%, i, 0.3%, 2%, 1.0, -2%, 2%
> Cc1ccc(S(=O)(=O)Nc2ccc(C(=O)N3CCCC3)cc2)cc1
  -1%, 0%, -7%, i, 0.4%, 0%, -1.9, 9%, 0%
> O=C(CSC1=NS(=O)(=O)c2ccccc21)Nc1ccccc1
  -3%, ?, ?, i, 18%, -4%, 0.0, -6%, 4%
> CC(NC(=O)C(C)N1C(=O)c2cccc([N+](=O)[O-])c2C1=O)c1ccccc1 (stereo not drawn)
  2%, 13%, 4%, i, 0.2%, 0%, 0.4, 6%, -3%
> CC1CN(C(=O)CSc2nnc(-c3cccs3)n2N)CC(C)O1 (stereo not drawn)
  0%, -3%, -4%, i, 0.5%, -2%, -0.4, 2%, 2%
> Cc1ccc(C2c3c(-c4ccccc4O)n[nH]c3C(=O)N2Cc2ccncc2)cc1 (stereo not drawn)
  -12%, -15%, -19%, i, 0.0%, 0%, -2.2, 12%, -10%
> Cc1ccc(C(=O)NC(NC(=O)c2ccc(C)cc2)c2cccc([N+](=O)[O-])c2)cc1
  8%, -19%, ?, i, -0.8%, -2%, -6.5, -14%, -13%
> CCOc1ccc(C2/C(=C(/O)c3ccc4c(c3)CC(C)O4)C(=O)C(=O)N2CCCn2ccnc2)cc1OCC (stereo not drawn)
  -3%, -3%, -6%, ., -0.2%, 3%, -0.1, -7%, 7%
> CCOC(=O)CSc1nc2sc3c(c2c(=O)n1C1CCCCC1)CCN(C)C3
  -3%, 4%, -13%, i, -0.4%, -20%, -1.6, -6%, 1%
> Cc1cc(=O)oc2cc(OCC(=O)NCc3ccco3)ccc12
  18%, ?, 19%, i, 0.2%, 2%, 1.0, -1%, -11%
> C=CCNC(=O)c1cnc2n(c1=O)CCS2
  -2%, -11%, -3%, i, -0.1%, 3%, -3.5, 0%, 8%
> COc1ccc(-c2cnc3c(NC(C)=O)cc(-c4cc(F)ccc4OC)cn23)cc1OC
  ., ., -14%, i, 5.8%, ., 1.7, 1%, 7%

In the list so far, these contain an aryl thioether with sulfur outside any ring.
Screens in order – A549 viability, Nrf2 block, TGFb inhibitor, pAkt inh, Nrf2 activator, Mm-Cpn inhibitor, CCT modulator, EPAC2 antagonist, EPAC2 agonist
> CCn1c(SCC(=O)NCc2ccco2)nc2cccnc21
  -14%, -2%, 18%, i, 0.1%, ?, -1.4, -2%, 6%
> COc1cccc(-c2nc(SCC(=O)Nc3ccc4c(c3)OCCO4)c(-c3ccc(C)cc3)[nH]2)c1
  -18%, ?, ?, ., 3.7%, ., ., ., .
> CC(Sc1nc2c(c(=O)[nH]1)CCCC2)C(=O)Nc1ccc(Br)cn1 (stereo not drawn)
  0%, 9%, 0%, i, 0.3%, 2%, 1.0, -2%, 2%
> CC1CN(C(=O)CSc2nnc(-c3cccs3)n2N)CC(C)O1 (stereo not drawn)
  0%, -3%, -4%, i, 0.5%, -2%, -0.4, 2%, 2%
> CCOC(=O)CSc1nc2sc3c(c2c(=O)n1C1CCCCC1)CCN(C)C3
  -3%, 4%, -13%, i, -0.4%, -20%, -1.6, -6%, 1%

(list continues)
Screens in order – A549 viability, Nrf2 block, TGFb inhibitor, pAkt inh, Nrf2 activator, Mm-Cpn inhibitor, CCT modulator, EPAC2 antagonist, EPAC2 agonist
> COc1cc(OC)c(-c2cc(C(=O)O)ccc2OC)c(OC)c1
  5%, 9%, 79%[activator], i, -0.5%, 0%, -1.5, 0%, -6%
> O=C(O)CN1C(=O)/C(=C/c2ccc(N3CCCCC3)o2)SC1=S
  ?, -29%, 52%[activator], i, -0.8%, -3%, 0.1, -16%, 4%
> CCOc1ccc(CNC(=O)c2cc3oc4ccccc4c3n2C)cc1
  0%&-10%, ?, -19%, i, -0.7%&-1.3%, -9%, 0.6, -5%, -4%
> COCCNC(=O)c1c(NC(=O)c2cc(=O)c3cc(C)cc(C)c3o2)sc2c1CCCC2
  -3%, 15%, 1%, ., 0.2%, ., ., ., .
> CC1CCC/C(=N\Nc2ccc(Cl)c(C(=O)O)c2)C1 (stereo not drawn)
  0%, ?, 2%, i, -0.3%, 3%, -0.4, -4%, 20%
> COc1ccc(N2CC(C(=O)N3CCN(C(=O)c4ccco4)CC3)CC2=O)cc1 (stereo not drawn)
  4%, -11%, 2%, i, 2.5%, -1%, -6.0, -8%, 14%
> Cc1cc(OC(=O)c2ccccc2Cl)c([N+](=O)[O-])c(=O)[nH]1
  -2%, 3%, 0%, i, -0.2%, -3%, -1.3, 3%, 9%
> CCCCN(CC)CCNC(=O)c1c(C)oc2ncnc(N3CCOCC3)c12
  0%, ?, 16%, ., 0.3%, ., ., ., .
> COC(=O)[C@H](CC(C)C)NC(=O)CC[C@H]1O[C@@H](n2cc(C)c(=O)[nH]c2=O)C[C@@H]1O
  ., ., ?, i, 0.6%, ., -1.5, 1%, 2%
> Cc1ccccc1-c1nnc(SC(C)C(=O)NC2CCCC2)o1 (stereo not drawn)
  -1%, ?, -16%, i, 0.0%, 0%, 0.6, 0%, 2%
> O=C(CCN1C(=O)/C(=C/c2ccc(F)cc2)SC1=S)NNC(=O)c1cccnc1
  -1%, -10%, -1%, i, 0.0%, 0%, -0.4, 7%, 11%
> O=C(c1cccc(F)c1)N1CCc2ccccc2C1
  -1%, 20%, -5%, i, 3.1%, -1%, -2.3, 16%, 2%
> Cc1ccc(NCc2ccc(O)c3ncccc23)cc1C
  -6%, 3%, ?, i, 0.3%, -5%, -0.4, 5%, -6%
> CCn1c(COc2ccc(=O)n(-c3ccccc3)n2)n[nH]c1=S
  1%, -22%, 7%, i, -0.5%, 1%, 0.8, -2%, 8%
> Cc1ccc(C(=O)N/C(=C\c2ccco2)C(=O)NCCN2CCCCC2)cc1C
  0%, 4%, -4%, i, 0.3%, 0%, -0.9, -2%, 7%
> CON(C)S(=O)(=O)c1cccc(C(=O)Nc2ccc(S(=O)(=O)NC3=NCCCCC3)cc2)c1
  10%, ?, -1%, i, 2.3%, -2%, -2.6, -7%, 2%
> Cc1cc(C)cc(C(=O)NCC(=O)OCC(=O)N2CCCC2)c1
  ., ., -2%, i, 0.1%, ., -1.4, 10%, 5%
> Cc1csc(=O)n1CCC(=O)OCc1nnc(-c2ccccc2Cl)o1
  -1%, 1%, 2%, i, 0.1%, 0%, -1.6, 10%, 1%
> CCN(CCCNC(=O)C1CCC(=O)N1Cc1ccc(C)cc1)c1cccc(C)c1 (stereo not drawn)
  -11%, ?, 14%, i, 0.3%, -1%, -2.8, -4%, 3%
> O=C(NC1CCCc2ccccc21)c1cn2ccccc2n1 (stereo not drawn)
  2%, 20%, 19%, i, 4.2%, -1%, -2.5, -6%, 9%
> Cc1cccc(NC(=O)CSc2nc(-c3ccco3)cc(C(F)(F)F)n2)c1C
  -6%, 6%, -2%, ., 0.3%, ., ., ., .
> Cc1nc(NCCc2ccccc2)c2oc3ccccc3c2n1
  -17%, ?, 0%, i, 4.9%, 0%, -2.1, -7%, 12%
> Cc1nn(C)c(=O)n1N(C)c1ncc(C(F)(F)F)cc1Cl
  -10%, 7%, 6%, i, 0.5%, -7%, -3.4, 14%, -8%
> O=C(Cc1ccc(F)cc1)NC1CCSC1=O (stereo not drawn)
  0%, 11%, 12%, i, 3.1%, 3%, -2.0, 4%, 9%
> O=C(NC1CC2CCC(C1)N2Cc1ccccc1)c1ccccc1Br (stereo not drawn)
  ?, 2%, 1%, i, -0.8%, 0%, 2.4, 8%, 5%
> CCOC(=O)c1sc(N)nc1C(C)(C)C
  -5%, 16%, 31%, i, -1.0%, 0%, -1.5, -3%, -2%
> CCOc1ccc(S(=O)(=O)N(CC)CC(=O)NCc2ccncc2)cc1C
  0%, -18%, -26%, i, 0.5%, 0%, -2.0, 2%, 10%
> O=c1[nH]c2c(s1)C(c1ccccc1)C1C3CCC(C3)C1S2 (stereo not drawn)
  -12%, -27%, -29%, i, -0.1%, 0%, -0.8, -13%, 7%
> O=C(NCc1ccccc1F)C1CCN(C(=O)c2sccc2-n2cccc2)CC1
  7%, 5%, -1%, i, -0.2%, 5%, 0.4, 2%, 4%

Assay outcomes: PubChem BioAssay, National Center for Advancing Translational Sciences (NCATS)
